D1 antag: Antagonist of Human D 1 Dopamine Receptor: qHTS; D(1A) dopamine receptor (Homo sapiens), P21728; HEK293 TREx D1 cells, calcium flux, dopamine EC80; hits give low values; activity change, negative = inhibition, % at 10 µM; 360,000 compounds, 3.2% hits; in the data active means activity change below about -30%; further: on the % scale 0 is the no-effect control and ±100 the full control effect
Target sequence (P21728 whole entry, looked up): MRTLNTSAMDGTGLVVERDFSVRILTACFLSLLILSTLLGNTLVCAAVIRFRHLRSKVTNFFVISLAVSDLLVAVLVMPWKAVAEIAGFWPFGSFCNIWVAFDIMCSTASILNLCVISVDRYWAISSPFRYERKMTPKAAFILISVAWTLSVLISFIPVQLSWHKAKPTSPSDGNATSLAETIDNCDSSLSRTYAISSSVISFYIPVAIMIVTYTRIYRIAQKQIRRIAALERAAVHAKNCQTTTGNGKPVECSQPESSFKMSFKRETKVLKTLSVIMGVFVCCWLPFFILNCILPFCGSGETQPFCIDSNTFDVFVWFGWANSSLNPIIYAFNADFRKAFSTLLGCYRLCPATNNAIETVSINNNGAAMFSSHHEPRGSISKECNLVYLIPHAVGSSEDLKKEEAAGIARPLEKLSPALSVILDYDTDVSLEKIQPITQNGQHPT
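After overnight tetracycline induction at 30 C, force-coupled D1 HEK293 cells took up a no-wash calcium dye at room temperature. Compounds were added and monitored 180 s, and the response to EC80 dopamine was then recorded.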
RXFP1 antag: qHTS Assay for Antagonists of the Relaxin Receptor RXFP1; 350,000 compounds, 0.59% hits; Relaxin receptor 1 (Homo sapiens), Q9HBX9; HEK293-RXFP1, relaxin-stimulated cAMP HTRF, 30 min; hits give low values; AID 1259400, 2018; activity change, negative = inhibition, % at 57.5 µM;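 active means activity change of -60% or lower, but not beyond a set lower limit; inconclusive means change between -60% and -40%, or beyond the set limit; inactive means change above -40%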; further: on the % scale 0 is the no-effect control and ±100 the full control effect
RXFP1 agonist: qHTS Assay for Agonists of the Relaxin Receptor RXFP1; Relaxin receptor 1 (Homo sapiens), Q9HBX9; HEK293T-RXFP1 cAMP TR-FRET, 30 min; response scale: percent of porcine relaxin response, buffer zero; Potency, µM (highest dose often 57.5 µM), without a hit: at the highest dose activation, actives largely listed as activators; 370,000 compounds, 0.3% hits; AID 2676, 2010; further: potency means the concentration at half of the fitted maximal effect; on the % scale 0 is the no-effect control and ±100 the full control effect; nearly all actives have a fitted effect of over 60% in size; many of its hits are not listed in these tables
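cAMP rise read by TR-FRET after 30 min, 37C compound exposure (up to 58 uM) in RXFP1-transfected HEK293 cells with Ro 20174 present. EC50 from Hill-equation fits, with 29 nM porcine relaxin as 100% and buffer as basal.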
D1 potentiator: Potentiators of Human D1 Dopamine Receptor: qHTS | potentiation, % at 10 µM | D(1A) dopamine receptor (Homo sapiens), P21728 | 360,000 compounds, 0.036% hits | AID 504651, 2011 | HEK293 TREx D1 cells, calcium flux, dopamine EC20 potentiation; in the data active means potentiation above about 30%; further: 0% is about no effect
TRHR ag: qHTS for Small Molecule Agonists and Allosteric Enhancers of Human TRH Receptor: Primary Screen for Agonists; activation, % at 2 µM; TRHR cells, calcium flux fluo-8, FDSS agonist mode; 360,000 compounds, 0.18% hits; in the data active means activation above about 30%; further: 0% is about no effect
Target sequence (P34981 whole entry, looked up): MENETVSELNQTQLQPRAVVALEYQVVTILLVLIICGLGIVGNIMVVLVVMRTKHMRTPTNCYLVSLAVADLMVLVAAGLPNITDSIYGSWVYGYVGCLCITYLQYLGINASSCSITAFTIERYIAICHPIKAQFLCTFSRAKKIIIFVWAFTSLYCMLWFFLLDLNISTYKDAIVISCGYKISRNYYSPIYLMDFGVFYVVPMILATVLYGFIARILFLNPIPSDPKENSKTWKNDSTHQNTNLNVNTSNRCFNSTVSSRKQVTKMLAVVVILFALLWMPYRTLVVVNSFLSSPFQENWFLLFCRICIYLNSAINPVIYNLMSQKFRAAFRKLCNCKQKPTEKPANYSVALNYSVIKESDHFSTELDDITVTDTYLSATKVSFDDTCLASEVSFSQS
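TRHR-expressing cells, plated overnight in medium with 10% serum, were loaded with fluo-8 calcium dye at room temperature. After a 10 s baseline, library compound was pin-added and calcium release was recorded kinetically (ex 480/em 530) as agonist response.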
Apoferritin bind: qHTS Assay for Identification of Novel General Anesthetics | Ferritin light chain (Equus caballus), P02791 | apoferritin/1-aminoanthracene competitive binding, fluorescence | Potency, µM (titrated, usually from 77.5 µM), for the others: at the highest dose activity change, negative = displacement, usual class: inhibitors | 350,000 compounds, 0.074% hits; further: potency means the concentration at half of the fitted maximal effect; on the % scale 0 is the no-effect control and ±100 the full control effect; nearly all actives have a fitted effect of over 20% in size
Target sequence (P02791 2-175 limits assumed): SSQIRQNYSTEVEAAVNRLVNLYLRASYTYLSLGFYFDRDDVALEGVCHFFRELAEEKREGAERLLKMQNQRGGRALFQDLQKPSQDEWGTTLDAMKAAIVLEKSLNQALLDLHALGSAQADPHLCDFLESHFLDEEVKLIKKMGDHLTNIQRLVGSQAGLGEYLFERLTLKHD
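In PBS, apoferritin at 10 uM is loaded with 1-AMA from a 50% saturated solution. After 10 min of compound exposure at ambient temperature, reduced 535 nm fluorescence indicates probe displacement.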
D1 agonist: Allosteric Agonists of the Human D1 Dopamine Receptor: qHTS | D(1A) dopamine receptor (Homo sapiens), P21728 | HEK293 T-REx D1 cells, calcium flux, agonist mode | 360,000 compounds, 1% hits | activation, % at 2 µM; in the data active means activation above about 30%; further: 0% is about no effect
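Tetracycline-induced HEK293 TREx D1 cells, force-coupled to calcium signalling, were dye-loaded with a no-wash calcium kit. Compound was pin-added after a 10 s baseline. Fluorescence was read kinetically at 1 cycle/s for 180 s, with calcium rises flagged as agonism.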
D2 PAM: HTS Assay for Positive Allosteric Modulators of the Human D2 Dopamine Receptor: Primary Screen for Potentiators; D(2) dopamine receptor (Homo sapiens), P14416; HEK293 T-REx D2, calcium flux, EC20 dopamine potentiation; potentiation, % at 10 µM; 340,000 compounds, 0.34% hits; AID 485347, 2010;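 active means potentiation over 3 SD above the plate norm, cut at about 30% in these data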; further: 0% is about no effect
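Primary screen. Calcium kinetics in induced HEK293 T-REx D2 cells: compound pre-addition 180 s, EC20 dopamine, 180 s more.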
TRHR PAM: qHTS for Small Molecule Agonists and Allosteric Enhancers of Human TRH Receptor: Primary Screen for Enhancers. Thyrotropin-releasing hormone receptor (Homo sapiens), P34981. TRHR cells, fluo-8 calcium fluorescence, EC20 TRH enhancement. enhancement, % at 2 µM. 360,000 compounds, 0.66% hits; in the data active means enhancement above about 30%; further: 0% is about no effect
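TRHR-expressing cells loaded with fluo-8 calcium dye were read kinetically (ex 480/em 530) during compound addition, then stimulated with an EC20 of TRH (10 nM final). Enhancement of the Gq-mediated intracellular calcium response was scored.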
Numbers without * were called inactive; ? = inconclusive; nt = no result given; & = joins results of further samples; [ ] = another dose, or the depositor's remark. Unless noted, the call rests on the fitted dose curve; in most records, active means well fitted curve in the direction sought with a large enough effect; inconclusive means small, poorly fitted or top-dose-only effect, or another doubt; inactive means no such curve, though single readings can be large; an effect the other way counts as inactive or inconclusive. Some of the compounds tested. The share of hits here may be higher or lower than overall.

D1 antag	RXFP1 agonist	RXFP1 antag	TRHR PAM	Apoferritin bind	D1 potentiator	D2 PAM	D1 agonist	TRHR ag	SMILES
-6	16%	6	-3	-3%	-8	-7	3	0.5	CCN1CCCC(Sc2nc3c([nH]2)c(=S)n(C)c(=O)n3C)C1 (configuration not stated)
5	4.0%	nt	-5	7%	3	2	3	-0.1	CCC(=O)c1cn(CC(=O)Nc2ccc(OC)cc2)c2ccccc12
10	3.7%	-21	-7	10%	-4	12	-1	0.2	CC(=O)c1ccc(N2CCN(C(=O)C3CCCN3S(=O)(=O)c3cccc4nsnc34)CC2)cc1 (configuration not stated)
-18	3.5%	-31	6	-8%	0	0	-1	0.2	O=C(NCCc1ccccc1)C1CCN(C2CCN(Cc3ccc(CO)o3)CC2)CC1
4	-1.7%	5	-1	5%	1	14	2	0.7	CCOC(=O)c1[nH]c(C(=O)O)c(OC(=O)CC)c1C
10	4.3%	nt	-6	-6%	1	16	2	-0.6	CCCCCn1c(SCc2cccc(C)c2)nc2c1c(=O)[nH]c(=O)n2C
19&-24	5.8%&3.9%	-11&-8	1&-1	-8%&6%	1&0	8&-3	0&2	-0.2&1.2	Cn1c(=O)c(=O)n(C)c2cc(S(=O)(=O)CCC(=O)Nc3ccc(F)cc3)ccc21
1	1.2%	-12	0	-13%	0	-15	3	0.0	Cc1cccc(C)c1NC(=O)CS(=O)CC(=O)NCCCc1ccccc1 (configuration not stated)
10	0.0%	4	-1	-5%	3	11	5	0.1	CN(C)S(=O)(=O)c1ccc(NC(=O)CN2CCOCC2)cc1
-2	-4.3%	-10	9	-18%	-2	6	0	-0.5	CCOC(=O)C1(C)/C(=N/Nc2ccccc2)C(=O)C(=O)N1c1ccccc1 (configuration not stated)
-12	0.5%	-36	6	-1%	-2	14	-1	-1.5	CC(=O)Nc1ccc(NC(=O)C(C)OC(=O)c2ccccc2C(=O)c2ccc(Cl)c([N+](=O)[O-])c2)cc1 (configuration not stated)
-32*	2.2%	8	4	4%	-4	10	1	0.2	COc1ccc(C)cc1-n1c(-c2ccncc2)n[nH]c1=S
nt	0.5%	-13	6	-19%	-5	-7	20	-0.6	CC(=O)N(Cc1ccc(Br)cc1)c1cccc(C)c1C
-23	2.4%	-6	2	-12%	-13	-21	10	1.1	O=C(COc1ccc([N+](=O)[O-])cc1)Nc1cccc(C(=O)Nc2ccccc2C(=O)O)c1
-8	3.8%	-9	-3	-10%	-10	-7	14	2.7	Cc1ccc(C(=O)Nc2ccc(Br)c(C(F)(F)F)c2)cc1
-9	-0.3%	nt	-3	-6%	4	4	1	0.7	COCCNC(=O)C1(S(=O)(=O)c2ccccc2)CC=CC1
-21	-2.2%	-3	3	154%[activator]	-1	6	18	-0.7	COc1ccc(-c2onc(C)c2C)cc1S(=O)(=O)N(C)Cc1ccccc1
5	0.0%	5	1	6%	5	-3	1	2.2	O=C(O)c1cc(S(=O)(=O)N2CCCc3ccccc32)ccc1Cl
-3	-2.5%	-7	2	64%[activator]	-2	16	2	0.5	CC(=O)c1ccc2noc(-c3ccc(C)cc3)c2c1
6	7.4%	2	1	-20%	-7	-5	4	0.3	Cc1c(C(=O)Nc2ccccc2Cl)oc2ccc(S(=O)(=O)N3CCC4(CC3)OCCO4)cc12

2 successive compounds out of the list so far, for reference:
D1 antag	RXFP1 agonist	RXFP1 antag	TRHR PAM	Apoferritin bind	D1 potentiator	D2 PAM	D1 agonist	TRHR ag	SMILES
-6	16%	6	-3	-3%	-8	-7	3	0.5	CCN1CCCC(Sc2nc3c([nH]2)c(=S)n(C)c(=O)n3C)C1 (configuration not stated)
5	4.0%	nt	-5	7%	3	2	3	-0.1	CCC(=O)c1cn(CC(=O)Nc2ccc(OC)cc2)c2ccccc12

Further results:
D1 antag	RXFP1 agonist	RXFP1 antag	TRHR PAM	Apoferritin bind	D1 potentiator	D2 PAM	D1 agonist	TRHR ag	SMILES
-3	-0.6%	17	-2	-8%	-7	3	3	-0.6	CN(CC(=O)NCc1ccc(F)cc1)S(=O)(=O)c1ccc2c(c1)c(=O)n(C)c(=O)n2C
-8	-1.3%	nt	-5	-22%	-11	-4	1	-0.2	O=S1(=O)NC2c3ccccc3CC2O1 (configuration not stated)
21	-2.8%	-4	5	-22%	-1	2	3	0.1	CCCCN=C1NN=C(c2ccc(C)c(C)c2)CS1
-15	0.5%	-10	-1	-15%	-11	12	1	1.5	Cc1cccc(C(=O)OCC(=O)NCCNC(=O)COC(=O)c2cccc(C)c2C)c1C
0	0.0%	-3	8	nt	2	-1	-1	-1.3	O=C(NCCN1C(=O)S/C(=C\c2cccnc2)C1=O)c1ccc([N+](=O)[O-])s1
-15	1.9%	-15	-13	-7%	-4	-5	3	-0.5	CC12CCC(C/C1=N\N=C1\NC(=O)/C(=C\c3ccc(Cl)cc3)S1)C2(C)C (configuration not stated)
7	1.6%	6	0	-24%	-1	2	2	-0.1	CCCCOc1ccc(NC(=O)CSc2cccc3cccnc23)cc1
-1	-1.8%	-19	1	-11%	-10	-7	4	0.5	COc1ccc(C(=O)Nc2cccc(OC(=O)c3ccc(C)c(C)c3)c2)cc1
-5	0.4%	-5	4	-4%	-3	nt	2	0.7	O=C(Cn1nc(-c2ccccc2)c2cnc3ccc(F)cc3c21)NC1CCCC1
4	2.1%	-14	-1	-16%	2	-10	0	0.0	CC1CCN(C(=S)NC(=O)c2cccs2)CC1
-3	0.1%	5	-4	-7%	-2	-3	0	0.0	CC(C)=CCN1CCNC(=O)C1CC(=O)NCc1nc(C)c(C)s1 (configuration not stated)
5	6.4%	3	-3	7%	-2	0	0	-0.1	CCCCCSc1ncnc2c1sc1nc(N3CCOCC3)c3c(c12)CCCC3
-8	-0.5%	nt	-4	nt	0	17	8	1.1	O=C1C=C(c2ccc(OC(F)(F)F)cc2)C[C@@H](c2ccc(Cl)cc2)C1
-15	-0.2%	-26	-2	13%	-2	-23	1	1.2	O=C(Nc1cccc(C(F)(F)F)c1)Nc1ccc(N2CCCC2)c(S(=O)(=O)Nc2ccccc2Cl)c1
nt	0.9%	nt	-1	nt	-3	14	3	0.0	O=c1oc(CCO)cc2ccc(-c3ccc4[nH]ccc4c3)cc12
16	3.1%	0	-1	-13%	-3	-10	7	0.1	Cc1ccc(O)c(-c2cc(-c3ccc(F)cc3)no2)c1
-5	0.0%	-7	-2	-14%	10	8	0	-0.6	Cc1c(C(=O)NN)nn(-c2ccc(Cl)cc2)c(=O)c1C#N
1	-0.2%	-11	20	?	-3	3	0	-0.4	O=C1[C@H]2[C@H](ON3CCCC[C@H]23)C(=O)N1c1ccc(Cl)cc1
-3	-0.6%	-3	5	-4%	-3	16	3	0.0	NC(=O)C1CCN(C(=O)c2ccco2)CC1
3	0.3%	4	-6	-7%	-5	-9	-1	-0.1	O=C1NC2(CCCCC2)C(=O)N1CCS(=O)(=O)Oc1ccc(Br)cc1

Following part:
D1 antag	RXFP1 agonist	RXFP1 antag	TRHR PAM	Apoferritin bind	D1 potentiator	D2 PAM	D1 agonist	TRHR ag	SMILES
-1	1.6%	-3	-3	-1%	-1	16	-3	-0.3	COC(=O)c1ccc(C(=O)N(C)C2CCCN(Cc3ccccc3F)C2)nc1 (configuration not stated)
-10	5.5%	7	-5	-11%	-11	nt	4	-0.1	Cc1ccc(C(=O)NC(=S)Nc2cccc(NC(=O)c3ccccc3)c2)cc1[N+](=O)[O-]
-11	1.4%	-13	1	-12%	-1	-3	2	1.5	O=C(O)c1cc(-c2ccc(/C=N/N3C(=O)C4C5C=CC(C6CC56)C4C3=O)o2)ccc1Cl (configuration not stated)
7	2.9%	-6	2	6%	-6	-12	1	0.5	CCn1ncc(N2CCOCC2)c(Cl)c1=O
-6	0.0%	-19	-6	nt	-1	-5	0	0.5	O=S(=O)(Nc1nc2ccccc2nc1N1CCN(CCO)CC1)c1cc(F)ccc1F
14	4.6%	11	-7	-16%	0	5	0	-2.1	CN(Cc1ccccc1)c1nc2c(c(=O)[nH]c(=O)n2C)n1CCOc1ccccc1
-6	-1.2%	-4	12	-4%	3	-2	7	0.0	CCC(CC)N1CCN(C(=O)c2cc(OC)c(OC)c(OC)c2)CC1
-10	-1.2%	-3	-16	-12%	-1	-4	2	-0.5	Cc1ccc(C)c(Cn2c(=O)c3c(nc4n3CCN4Cc3ccco3)n(C)c2=O)c1
0	9.5%	4	-2	nt	4	-10	3	-0.1	Cc1cccnc1NC(=O)CNC(=O)c1sc2ccccc2c1Cl
-8	-0.4%	-17	1	3%	2	4	1	-0.2	O=C(c1ccc(N2C(=O)c3ccccc3C2=O)cc1)N1CCCCC1
4	0.0%	1	-1	-4%	-5	-2	1	0.8	CN(C(=O)COC(=O)c1ccc[nH]c1=O)C1CCCCC1
-14	-1.0%	nt	0	nt	-1	5	-1	-0.4	CC(=O)N1CCN(c2ccc(N)cc2)CC1
4	1.3%	6	-1	5%	-5	-1	2	-0.2	COc1cc(S(=O)(=O)NCc2ccccc2)ccc1F
-2	0.8%	-27	-13	?	2	-1	4	0.0	CN(C)c1nc(NC(C)(C)C)nc(SCC(=O)Nc2ccccc2)n1
-13	0.5%	-14	-1	?	-3	-3	-1	0.0	Cn1c(-c2ccccc2O)cc2ccccc21
